N-glyco inh: increase of ERlucT glycosylation luciferase signal, primary screen, N-linked glycosylation inhibitor project, D54 ERlucT cells, luminescence, set 2; D54 ERlucT glycosylation luciferase reporter, 24 h; percent of 100 nM tunicamycin response; reporter increase, % at 12.5 µM; actives 0.23% (n = 360,000); AID 588692, 2011;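 active = mean luciferase reporter signal, scaled so untreated is 0 and the glycosylation-blocking control 100, at or above a set limit in every replicate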;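 note: luciferase carries N-glycosylation sites so blocking glycosylation raises the light; 0% = median of neutral control wells and 100% = median of 100 nM tunicamycin wells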
m5-HT2A agonist: mouse Htr2a agonists via beta-arrestin recruitment, primary screen, cell-based, luminescence | 5-hydroxytryptamine receptor 2A (Mus musculus), P35363 | CHO-K1 mHTR2A beta-arrestin complementation; percent of 30 µM serotonin response | activation, % at 7.6 µM | actives 0.66% (n = 360,000) | AID 624169, 2012;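 active = activation above a run cutoff, the mean activation of all tested compounds plus 3 SD, cut at about 14% in these data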;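 note: 0% = plate median of compound wells and 100% = 30 µM serotonin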
Target sequence (P35363 whole entry, looked up): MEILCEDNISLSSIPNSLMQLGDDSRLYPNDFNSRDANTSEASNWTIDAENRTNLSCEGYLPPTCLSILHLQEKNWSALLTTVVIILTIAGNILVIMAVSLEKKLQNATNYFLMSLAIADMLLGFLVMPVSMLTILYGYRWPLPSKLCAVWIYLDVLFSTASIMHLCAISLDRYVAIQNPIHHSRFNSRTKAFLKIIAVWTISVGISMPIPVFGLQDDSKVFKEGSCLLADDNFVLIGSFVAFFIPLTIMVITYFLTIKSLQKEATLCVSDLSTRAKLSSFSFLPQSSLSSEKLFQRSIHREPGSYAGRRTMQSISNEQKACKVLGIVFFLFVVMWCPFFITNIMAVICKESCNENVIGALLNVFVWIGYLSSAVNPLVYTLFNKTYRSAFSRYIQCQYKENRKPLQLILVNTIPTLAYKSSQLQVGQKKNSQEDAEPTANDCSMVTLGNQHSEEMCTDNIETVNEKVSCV
PDI inh: inhibitors of human PDI, primary screen, biochemical, turbidity, single point, plate reader. inhibition, % at 10 µM. PDI insulin aggregation turbidity, A650, 90 min. actives 0.052% (n = 350,000). Protein disulfide-isomerase (Homo sapiens), P07237;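 active = mean inhibition across replicates of 30% or more, whatever share of single replicates reach that level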;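 note: absorbance from insulin aggregation driven by PDI reduction with DTT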
Target sequence (P07237 whole entry, looked up): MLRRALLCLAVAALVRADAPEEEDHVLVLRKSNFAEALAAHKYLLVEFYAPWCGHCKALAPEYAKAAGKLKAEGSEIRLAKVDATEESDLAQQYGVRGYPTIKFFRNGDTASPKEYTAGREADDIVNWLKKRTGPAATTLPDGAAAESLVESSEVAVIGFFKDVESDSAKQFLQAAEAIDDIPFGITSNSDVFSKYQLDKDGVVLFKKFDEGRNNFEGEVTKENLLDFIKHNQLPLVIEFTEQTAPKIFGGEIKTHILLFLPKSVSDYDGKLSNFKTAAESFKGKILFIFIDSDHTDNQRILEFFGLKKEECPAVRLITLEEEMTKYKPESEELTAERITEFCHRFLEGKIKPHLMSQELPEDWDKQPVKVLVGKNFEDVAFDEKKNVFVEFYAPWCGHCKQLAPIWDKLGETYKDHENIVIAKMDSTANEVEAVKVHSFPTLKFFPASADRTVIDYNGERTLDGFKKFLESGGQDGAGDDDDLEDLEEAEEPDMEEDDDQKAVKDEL
Vif imaging: HIV Vif self-association inhibitors, primary screen, imaging, HEK293T, single point; actives 0.35% (n = 340,000); AID 602346, 2012; HEK293T cells, Vif self-association by quenched fluorescence, 24 h; inhibition, % at 7.49 µM; in the data active = inhibition above about 50%, passing the limit was not always enough; note: some results filed as inactive read as strong as hits
Granule exo inh: LAMP-1 surface exposure blockers, TALL-104 cells – cell-based, flow cytometry, MLPCN library, primary screen; TALL-104 LAMP-1 surface exposure; cells stimulated with thapsigargin and PMA; inhibition, % at 10 µM; actives 0.66% (n = 360,000); AID 651702, 2012;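 active = inhibition above about 55%, limit read from the data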
hiPSC survival: enhancers of single-cell hiPSC survival, primary screen, ATPlite luminescence; survival enhancement, % at 20 µM; AID 602274, 2012; 100% = ROCK inhibitor wells, 0% = DMSO; actives 0.044% (n = 360,000); in the data active = survival enhancement above about 18%;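 note: cells exposed to compounds for 16 hours before the ATP read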
CaV13 FRET inh: Disruptors of the CACNA1D IQ motif to Ca2+-dependent inactivation inhibitor domain association, primary screening, Förster resonance energy transfer in intact living …; AID 743397; inhibition, % at 12.3 µM; HEK cells, CFP/YFP FRET ICDI-IQ, plate reader, 10 min; percent FRET-ratio fall versus neutral wells; actives 0.098% (n = 340,000);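 active = mean replicate inhibition of at least 30% and at least 1% of replicates passing that level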;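 note: 0% = median of the neutral control wells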
H9c2 protect: cardioprotection against H2O2-induced cell death, primary screen, uHTS, H9c2 cells, ATPLite luminescence; H9c2 cardiomyocytes, H2O2 injury protection, 2 h; protection from H2O2 cell death, % at 20 µM; actives 0.63% (n = 360,000);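 active = compounds giving at least 50% protection of heart cells from peroxide-induced death in the single-dose screen, raw or plate-pattern-corrected value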;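 note: 0% = DMSO wells with peroxide and 100% = DMSO wells without peroxide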
ABCB6 inh 2: ABCB6 transporter inhibitors, primary screen, K562-ABCB6 cells, flow cytometry, MLPCN library | ATP-binding cassette sub-family B member 6 (Homo sapiens), Q9NP58 | K562-ABCB6 porphyrin accumulation, 1 h; hits give low values | fluorescence ratio to DMSO, % at 10 µM | actives 0.19% (n = 360,000) | AID 602162, 2011;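 active = fluorescence ratio to DMSO below 75%, the collection mean minus 3 SD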;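 note: signal is porphyrin accumulated inside mitochondria; 100% equals median channel fluorescence of DMSO control wells; lower ratio means ABCB6 inhibition with less porphyrin fluorescence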
aDG glyco act: activators of alpha-DG glycosylation, primary screen, uHTS, Pro5-aDG cells, AlphaScreen; activation, % at 10 µM; actives 0.22% (n = 360,000); alpha-DG glycosylation AlphaScreen (IIH6); 0% Pro5, 100% B10-LARGE cell signal;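 active = activation of at least 8% versus controls, or a plate z-score of at least 8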;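 note: Pro5 are CHO cells carrying HIG-tagged alpha-DG that lacks glycosylation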
Starred values were filed as active, the others as inactive; . = no result given.

no.	Molecule	N-glyco inh	m5-HT2A agonist	PDI inh	Vif imaging	Granule exo inh	hiPSC survival	CaV13 FRET inh	H9c2 protect	ABCB6 inh 2	aDG glyco act
1	CC1=CC(=O)C=C(C)C1=NOc1ccccc1[N+](=O)[O-]	-1.6	0.3	-5.5	1.7	9.5	-1.4	-5.3	-18.6	95.0	0.2
2	CN(C)CCNC(=O)c1nn(C)c2c1CCc1ccccc1-2	-1.6	-10.6	-4.4	5.6	6.8	-0.4	-10.8	9.5	97.0	0.0
3	O=C(Nc1ccc2c(c1)OCCO2)C(C1CC1)N1CCC(Cc2ccccc2)CC1 (configuration not stated)	0.0	-6.3	.	.	-7.5	-1.9	-3.5	-1.1	95.0	0.0
4	CC(N)c1csc(Nc2cc(Oc3ccccc3)ncn2)n1 (configuration not stated)	-6.8	0.8	3.0	1.0	-0.4	-0.4	-6.1	14.7	95.0	-0.1
5	O=C(c1ccccc1)N1CCN(C(=S)NCCc2ccccc2)CC1	-1.6	-0.8	-18.3	-3.9	-2.9	0.0	3.7	-0.7	96.0	0.0
6	CCOC(=O)c1c(C)c(C(=O)Nc2ccc(N(C)C)cc2)c(C)n1CC	21.8	-2.7	-3.1	.	4.6	1.6	-6.6	2.2	91.0	-0.4
7	Fc1ccc(N2CCN(Cc3ccccn3)CC2)cc1	0.5	-4.2	-6.7	9.3	-3.8	1.0	-4.3	5.8	101.0	-0.3
8	CCCCSc1nc2ccc(Nc3nc(N4CCOCC4)nc(N4CCOCC4)n3)cc2s1	-1.6	3.0	-4.6	6.4	6.0	3.8	.	10.2	146.0	0.3
9	Cc1cc(NC(=O)CSCC(=O)NC(C)c2ccccc2)no1 (configuration not stated)	0.4	-1.0	11.8	2.5	0.0	-0.4	-5.7	2.2	94.0	-0.1
10	CCc1ccc(/C=C/C(=O)c2ccc(S(=O)(=O)N(C)C)cc2)cc1	5.0	-1.1	-9.7	-7.0	-1.3	-4.5	-2.2	-7.2	96.0	-0.2
11	COCCn1c(SCC(=O)Nc2ncc(Cl)c(C)c2Cl)nc2ccccc21	-7.4	2.6	-3.9	-2.3	-0.6	-1.5	.	2.9	94.0	0.3
12	Cc1ccc(S(=O)(=O)N2CC3(O)CN(C(=O)OC(C)C)N(C(=O)OC(C)C)CC3(OC(=O)NC3CC3)C2)cc1 (configuration not stated)	.	-2.5	.	.	5.1	-3.4	-11.2	.	99.0	-0.3
13	CC(Sc1nnnn1-c1ccccc1)C(=O)Nc1ccccc1-c1ccccc1 (configuration not stated)	-2.7	-2.7	3.9	-11.6	-7.3	-2.7	-5.1	-8.0	95.0	0.4
14	O=C(O)CCSc1ccccn1	1.0	2.4	-6.5	6.4	2.1	0.6	4.0	3.3	100.0	0.1
15	COc1ccc(OCCNc2cc(N3CCOCC3)ccc2[N+](=O)[O-])cc1	0.5	-2.4	4.7	.	0.7	-0.7	-1.1	32.8	91.0	0.0
16	COc1ccc(N2CCN(C(=O)c3cccc(N4C(=O)C5C6C=CC(C6)C5C4=O)c3)CC2)cc1 (configuration not stated)	-0.7	1.6	8.6	4.4	-1.4	-0.1	-5.5	1.0	100.0	-0.1
17	O=C(Nc1ccc(F)c(Cl)c1)NC1CC1	1.0	-1.9	5.1	0.9	-16.0	-1.1	-5.5	12.4	111.0	0.3
18	COc1ccccc1NS(=O)(=O)c1ccc(C(=O)NCC(c2ccco2)N(C)C)cc1 (configuration not stated)	-1.4	-10.8	7.6	-2.7	-1.2	-0.5	-6.5	7.6	93.0	0.2
19	CCC(=O)Nc1ccc(Oc2ccc3c(c2)C(=O)NC3=O)cc1	1.6	3.2	-0.8	.	0.4	-0.2	-9.1	8.1	95.0	-0.1
20	Cc1c(CCC(=O)O)c(=O)oc2cc3occ(-c4ccc(F)cc4)c3cc12	1.7	11.9	-2.8	4.1	-1.4	1.2	.	-0.2	100.0	-0.3

Results in sequence from the list:
Compounds 11–15 in PDI inh: -3.9, ., 3.9, -6.5, 4.7

Back to the main list; the two compounds before the break are reprinted first.
no.	Molecule	N-glyco inh	m5-HT2A agonist	PDI inh	Vif imaging	Granule exo inh	hiPSC survival	CaV13 FRET inh	H9c2 protect	ABCB6 inh 2	aDG glyco act
19	CCC(=O)Nc1ccc(Oc2ccc3c(c2)C(=O)NC3=O)cc1	1.6	3.2	-0.8	.	0.4	-0.2	-9.1	8.1	95.0	-0.1
20	Cc1c(CCC(=O)O)c(=O)oc2cc3occ(-c4ccc(F)cc4)c3cc12	1.7	11.9	-2.8	4.1	-1.4	1.2	.	-0.2	100.0	-0.3
21	NC(=O)[C@@H]1CC2(CC(c3cccc(NC(=O)[C@H]4CCC(=O)N4)c3)=NO2)CN1C(=O)c1ccc(Cl)cc1 (some centres not stated)	1.4	0.9	1.7	.	-3.2	-3.8	-10.2	-1.6	99.0	0.0
22	CCn1c(C(O)c2cc(OC)ccc2OC)nc2ccccc21 (configuration not stated)	4.3	-1.4	2.1	-5.9	1.1	2.1	-4.2	-3.6	101.0	0.3
23	O=C1CCC(C(=O)N2CCN(c3cnccn3)CC2)CN1CCc1cccc(F)c1 (configuration not stated)	0.7	0.0	2.0	10.6	1.8	-0.5	.	2.5	104.0	0.3
24	CC1(C)OC(=O)N(c2ccccn2)C1(C)O (configuration not stated)	0.9	-0.4	7.1	4.2	2.1	2.2	-4.8	-1.0	113.0	-0.1
25	CC(=O)Nc1ccc(S(=O)(=O)N2CCN=C2c2ccccc2)cc1	0.7	1.1	3.2	9.9	0.6	0.0	.	-0.5	98.0	-0.1
26	Cc1cc(S(=O)(=O)NCCN(C)C)c(C)s1	0.8	-4.2	7.3	-2.2	2.7	0.7	-5.7	-3.0	95.0	0.0
27	C=CCOc1cccc(C2C(C(=O)c3ccco3)=C(O)C(=O)N2CCN2CCOCC2)c1 (configuration not stated)	0.1	1.9	0.2	2.3	1.9	-0.8	.	3.4	94.0	-0.1
28	O[C@H]1CN(Cc2cccs2)[C@@H](c2ccc(Cl)cc2)C[C@@H]1n1cc(C2CC2)nn1	0.3	1.6	5.4	0.7	-0.4	0.2	-4.9	-0.2	104.0	0.1
29	O=C1NCCN(Cc2ccc(-c3ccccc3)cc2)C1CC(=O)N1CCN(CCO)CC1 (configuration not stated)	-1.9	-0.5	3.4	-0.4	-2.9	-2.0	-4.6	-6.2	105.0	0.7
30	CC(OC(=O)CC1CC2CCC1C2)C(=O)Nc1ccc(C(N)=O)cc1 (configuration not stated)	1.3	-0.7	-5.7	6.7	-1.6	2.8	-2.1	-6.2	97.0	-0.1
31	CCc1nnc(NC(=O)CSc2nnc3c(n2)[nH]c2ccccc23)s1	1.4	6.3	7.4	-0.6	-0.7	-1.1	-4.1	4.0	99.0	0.1
32	COC(=O)c1c(-c2ccccc2)oc2c1C(OCCO)CCC2 (configuration not stated)	.	-2.0	.	.	-6.7	1.1	-8.8	.	95.0	-0.1
33	CC(=O)Nc1ccc(NC(=O)Nc2cccc(C)c2C)cc1	-1.6	7.7	2.8	-19.3	-2.0	-0.8	1.9	-1.0	100.0	-0.2
34	COc1ccccc1Nc1nc(N)nc(CSC(=S)N2CCN(c3ccccc3)CC2)n1	-0.8	-5.3	1.2	-2.2	0.0	0.0	-5.9	-2.0	90.0	0.2
35	O=S(=O)(c1ccc(SCCOc2ccc(Br)cc2)nc1)N1CCCC1	-4.3	8.6	7.5	-28.9	3.3	-0.5	-1.7	-12.6	85.0	0.4
36	CCCCN(C)C(=O)CC(NS(=O)(=O)c1ccc(NC(C)=O)cc1)C(C)C (configuration not stated)	1.9	-1.3	6.2	11.1	-4.0	-0.1	-2.4	0.6	98.0	0.1
37	COCCNC(=O)C1(C)CCCN(CC(=O)c2ccc(OC)cc2)C1 (configuration not stated)	0.5	-1.4	-5.5	3.2	14.2	1.0	-6.2	2.7	100.0	-0.3
38	COc1ccc(-n2nc(C)c3onc(C)c3c2=O)cc1	2.2	7.1	2.5	4.1	-0.2	0.9	12.1	2.3	100.0	0.0
39	Clc1ccccc1-c1ccc2nccn2c1	-0.3	-9.0	-11.4	-1.8	4.1	-0.5	-5.0	-4.1	99.0	0.1
40	CCN(CC)c1ccc(/C=N/NC(=O)Cc2ccc(OC)c(OC)c2)cc1	-2.3	0.3	-6.6	1.0	-4.6	-0.7	-2.7	-1.1	91.0	0.5

Remaining list, next part
no.	Molecule	N-glyco inh	m5-HT2A agonist	PDI inh	Vif imaging	Granule exo inh	hiPSC survival	CaV13 FRET inh	H9c2 protect	ABCB6 inh 2	aDG glyco act
41	O=C(NCCOc1ccc(F)cc1)c1ccccc1SCc1ccccc1	-1.2	-7.3	2.0	-13.1	16.1	-2.2	-5.6	-8.8	97.0	-0.4
42	COCCNC(=O)C1(C)CCN(C(=O)c2ccc(SC(F)(F)F)cc2)C1 (configuration not stated)	-3.3	2.0	4.0	.	-4.5	-1.4	-5.0	-1.3	93.0	-0.2
43	CCc1cccc(NC(=O)C2CCCN(c3cnccn3)C2)c1 (configuration not stated)	-2.5	-8.3	1.6	-8.5	-0.3	0.7	-3.6	-0.2	95.0	0.1
44	Cc1c(CN(C)C)c2c(n1C)C(=O)c1ccc(Br)cc1-2	-1.1	-8.4	3.5	-3.8	0.5	3.0	-12.6	1.6	99.0	0.1

Limited to ABCB6 inh 2 and H9c2 protect, for some of the entries so far:
item	SMILES	ABCB6 inh 2	H9c2 protect
41	O=C(NCCOc1ccc(F)cc1)c1ccccc1SCc1ccccc1	97.0	-8.8
44	Cc1c(CN(C)C)c2c(n1C)C(=O)c1ccc(Br)cc1-2	99.0	1.6

Screening data deposited in PubChem BioAssay by several laboratories.

No enrichment for hits, and some 3.1% of all compounds hit somewhere here.
